Bioassay records: PubChem BioAssay, National Center for Advancing Translational Sciences (NCATS)
L3MBTL1 inh – blocks human L3MBTL1; Q9Y468; Potency, µM (titrated, usually from 57.1 µM), inactives show top-dose activity, negative = inhibition, actives largely listed as inhibitors; actives 0.66% (n = 230,000); AlphaScreen L3MBTL1–H3K9me1 peptide binding; AID 485360; further: nearly all actives have a fitted effect of over 60% in size
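L3MBTL1 50 nM + b-AHA-H3(1-15)K9me1 75 nM, 30 min RT; compound added, 30 min RT; streptavidin donor/Ni-chelate acceptor beads 10 ug/mL each final, 30 min RT dark; AlphaScreen read.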
TRb SRC2 PPI – inhibitors of human thyroid hormone receptor beta-SRC2 interaction; AID 1469; Potency, µM (series often up to 106 µM), for inactives: top-dose activity change, negative = inhibition, actives largely listed as inhibitors; P10828; actives 0.065% (n = 280,000); TRbeta-SRC2 peptide binding, fluorescence polarization; receptor liganded with 1 µM T3;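 further: plate controls were bound peptide for no effect and peptide without receptor for full effect; nearly all actives have a fitted effect of over 50% in size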
Target sequence (P10828 whole entry, looked up): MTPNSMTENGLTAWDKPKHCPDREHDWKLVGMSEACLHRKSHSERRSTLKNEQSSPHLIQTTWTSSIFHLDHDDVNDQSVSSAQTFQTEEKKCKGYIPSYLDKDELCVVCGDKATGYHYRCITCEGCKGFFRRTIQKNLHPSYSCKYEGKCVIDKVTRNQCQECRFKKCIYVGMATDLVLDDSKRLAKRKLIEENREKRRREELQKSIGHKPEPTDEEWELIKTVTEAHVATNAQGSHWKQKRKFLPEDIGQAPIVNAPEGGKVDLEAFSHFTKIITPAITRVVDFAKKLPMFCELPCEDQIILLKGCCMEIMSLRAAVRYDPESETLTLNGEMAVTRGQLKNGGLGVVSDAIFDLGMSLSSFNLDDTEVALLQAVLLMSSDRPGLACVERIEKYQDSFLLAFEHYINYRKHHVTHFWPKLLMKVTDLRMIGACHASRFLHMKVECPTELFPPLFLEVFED
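Decrease in fluorescence polarization of 20 nM Texas Red SRC2 coactivator peptide flagged inhibition of its binding to 0.6 uM TRb LBD; 1 uM T3 included, incubation 5 hr, ex 555/em 632 nm.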
Tau ThT inhib – inhibitors of human tau fibril formation, thioflavin T binding; P10636; recombinant tau K18 P301L, heparin-induced fibrillization, ThT fluorescence; Potency, µM (series often up to 57.4 µM), inactives show at the top dose activity, negative = inhibition, usual class: inhibitors; actives 2.1% (n = 270,000); further: nearly all actives have a fitted effect of over 55% in size
Target sequence (P10636 561-689 P618L limits assumed): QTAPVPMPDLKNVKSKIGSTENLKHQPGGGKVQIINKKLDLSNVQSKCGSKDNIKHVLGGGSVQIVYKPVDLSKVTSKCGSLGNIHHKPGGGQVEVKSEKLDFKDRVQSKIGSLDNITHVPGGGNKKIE
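Fibril formation assay: tau K18 P301L at 15 uM with trace Alexa 594 label, heparin inducer 20 uM, pH 7 sodium acetate buffer, 37 C for 6 hr; endpoint ThT signal.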
JMJD2E inh – blocks human JMJD2E demethylase activity | Potency, µM (doses to about 57.1 µM), without a hit: at the top dose activity change, negative = inhibition, usual class: inhibitors | actives 1.6% (n = 230,000) | B2RXH2 | JMJD2E catalytic domain, FDH-coupled NADH fluorescence (FDH is formaldehyde dehydrogenase) | AID 2147; active means well fitted inhibition curve with a large enough effect, not every such curve was filed as active; inconclusive means small, poorly fitted or top-dose-only effect, or another doubt; inactive means no such curve, though single readings can be large or run the other way;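 further: 0% = wells with enzyme and -100% = buffer wells without enzyme; nearly all actives have a fitted effect of over 50% in size; many of its hits are not listed in these tables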
Tau fibril FP – tau fibrillization inhibition (FP). K18 P301L tau heparin fibrillization, Alexa594 FP, 6 h. Potency, µM (top dose mostly 57.7 µM), inactives show at the top dose activity, negative = inhibition, usual class: inhibitors. actives 0.39% (n = 280,000). AID 1468; further: nearly all actives have a fitted effect of over 55% in size
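Heparin (20 uM) drove fibril formation of recombinant tau K18 P301L, 15 uM unlabeled with 0.24 uM Alexa 594 label, for 6 hr at 37 C in 100 mM sodium acetate pH 7. Fluorescence polarization (555/632 nm) read 1 hr after 30 uM ThT.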
GoLoco inh red – RGS12 GoLoco-Gai1 interaction inhibition. Gai1:RGS12 GoLoco peptide FP, rhodamine, 10 min. Potency, µM (titrated, usually from 61.6 µM), without a hit: at the highest dose activity, negative = inhibition, hits mostly inhibitors. actives 0.44% (n = 230,000). P63096; active means well fitted inhibition curve with a large enough effect, not every such curve was filed as active; inactive means no such curve, though single readings can be large or run the other way; further: nearly all actives have a fitted effect of over 30% in size; many of its hits are not listed in these tables
Target sequence (P63096 whole entry, looked up): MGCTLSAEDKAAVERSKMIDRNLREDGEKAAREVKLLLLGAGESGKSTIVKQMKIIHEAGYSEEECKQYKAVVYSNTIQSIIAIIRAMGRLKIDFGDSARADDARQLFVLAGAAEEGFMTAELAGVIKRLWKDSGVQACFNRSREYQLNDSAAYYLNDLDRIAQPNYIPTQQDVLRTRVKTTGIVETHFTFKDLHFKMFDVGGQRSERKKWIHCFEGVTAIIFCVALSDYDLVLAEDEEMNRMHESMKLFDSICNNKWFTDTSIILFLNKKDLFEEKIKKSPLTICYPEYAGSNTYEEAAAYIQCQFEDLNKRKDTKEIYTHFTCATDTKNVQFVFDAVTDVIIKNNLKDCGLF
RECQ1 inh – inhibitors of human RECQ1 DNA helicase; P46063; RECQ1 DNA unwinding, red fluorescence kinetic read; Potency, µM (titrated, usually from 57.3 µM), inactives show at the top dose activity, negative = inhibition, actives largely listed as inhibitors; actives 0.54% (n = 240,000);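 further: plate controls were vehicle for no effect and no enzyme for full effect; nearly all actives have a fitted effect of over 30% in size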
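50 nM RECQ1T1 preincubated 15 min with compound in Tris pH 8.0 buffer with MgCl2, DTT, Tween-20 and 2.5 ug/ml poly(dI-dC); started with 200 nM TAMRA/BHQ-2 forked duplex and 2 mM ATP. Unwinding read as fluorescence (525/598 nm), two reads 2 h apart.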
TR SRC2 fluor cs – Texas Red fluorescence interference in TRb-SRC2 counter-screen; TRb/SRC2 Texas Red total fluorescence interference; Potency, µM (doses to about 106 µM), for inactives: top-dose fluorescence change, negative = quenching; actives 0.29% (n = 280,000); AID 1479; active means well fitted curve in either direction with a large enough effect; inconclusive means small, poorly fitted or top-dose-only effect
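Human TRb ligand-binding domain at 0.6 uM with 20 nM Texas Red SRC2 peptide in Tris buffer containing 1 uM T3 and 5% DMSO, incubated with compound 5 h at ambient temperature. Total fluorescence (555/632 nm) calculated as parallel + 2 × perpendicular.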
Numbers without * were called inactive; i = inactive; ? = inconclusive; · = not tested or not shown; [ ] = another dose, or the depositor's remark. Unless noted, the call rests on the fitted dose curve; in most records, active means well fitted curve in the direction sought with a large enough effect; inconclusive means small, poorly fitted or top-dose-only effect, or another doubt; inactive means no such curve, though single readings can be large; an effect the other way counts as inactive or inconclusive. Unless noted, on the % scale 0 is the no-effect control and ±100 the full control effect; potency means the concentration at half of the fitted maximal effect. These rows are one share of the data, so the mix of outcomes need not match the whole.

SMILES	L3MBTL1 inh	TRb SRC2 PPI	Tau ThT inhib	JMJD2E inh	Tau fibril FP	GoLoco inh red	RECQ1 inh	TR SRC2 fluor cs
CCS(=O)(=O)N1CCC(C(=O)NCCCN2CCCC2)CC1	-14%	-5%	7%	-6%	6%	11%	-7%	1%
COc1ccc(N2CCN(Cc3nc4c(c(=O)[nH]c(=O)n4C)n3CCCc3ccccc3)CC2)cc1	-10%	-1%	-9%	2%	4%	7%	-10%	0%
CCCOc1c(Cl)cc(/C=N/O)cc1OCC	·	-7%	?	0%	?	-12%	3%	-2%
O=S(=O)(Nc1ccc(Cl)cc1)c1ccc(NS(=O)(=O)c2ccc3c(c2)OCCO3)cc1	·	9%	14%	·	14µM*	·	·	-3%
O=C(COc1ccc2ccccc2c1)NC1CC(=O)N(c2cccc(F)c2)C1 (stereo not given)	·	6%	-14%	·	-7%	·	·	0%
CCOc1ccc(C2C(C(=O)Nc3ccc(Cl)cc3)=C(C)Nc3nc(C(F)(F)F)nn32)cc1 (stereo not given)	·	-3%	?	·	?	·	·	6%
Cc1cccc(CSc2nnc(-c3ccccn3)n2N)c1	-25%	-13%	-8%	-3%	8%	6%	-5%	1%
CC(CCOC1=NS(=O)(=O)c2ccccc21)NC(=O)C(=O)Nc1ccccc1 (stereo not given)	7%	4%	-5%	2%	1%	-3%	-11%	-9%
C/C(N)=C(/C#N)C(=O)COC(=O)c1cc(C)n(-c2ccc(F)cc2)c1C	-15%	2%	-12%	3%	-8%	34%[activator]	-7%	1%
O=c1cc(-c2cccc(O)c2)oc2c(O)c(O)ccc12	·	-1%	?	7.9µM*	-5%	3%	4.5µM*	-9%
CC(C)=NOCc1cccc(-c2cc(-c3ccccc3)no2)c1	·	-2%[11.2 µM]	-2%[11.5 µM]	·	-2%[11.6 µM]	·	20%[11.5 µM]	-7%[11.2 µM]
COc1cc(NC(=S)N2CCN(C/C=C/c3ccccc3)CC2)cc(OC)c1	-1%	-11%	-17%	0%	7%	0%	-3%	-3%
Cc1cccc(N2CCN(C(=O)c3oc(=O)c4ccccc4c3-c3ccccc3)CC2)c1C	·	2%	-4%	·	-7%	·	·	-1%
COc1cccc(NC(=O)c2sc(NC(=O)c3ccncc3)nc2C)c1	·	2%	?	-2%	-6%	6%	20%	-3%
Cc1ccc(NC(=O)CSCC#N)cc1Cl	11%	-4%	-6%	2%	0%	-2%	28µM*	1%
O=C(Nc1cccc2c1C(=O)NC2=O)c1cccc(N2C(=O)CCC2=O)c1	-1%	3%	-6%	?	-1%	12%	-5%	-5%
Cc1cccc2cc(C#N)c(SCC(=O)Nc3ccccc3N3CCOCC3)nc12	-14%	-15%	8%	-7%	3%	84%[activator]	1%	-4%
CCc1ccc2[nH]c(=O)c(CN(CCN(C)C)C(=O)Nc3ccccc3)cc2c1	-2%	7%	3%	-8%	0%	6%	-4%	-5%
Clc1nc2ccccc2cc1/C=N/Nc1nc2ccccc2[nH]1	-8%	14%	?	3%	?	14%	-3%	-2%
CCOc1ccc(CNC(=O)CSc2c3c(nc4ccc(Cl)cc24)CCCC3)cc1	·	-2%	-18%	·	-5%	·	·	0%
Nc1nnc(SCC(=O)NC2CCCc3ccccc32)s1 (stereo not given)	6%	-6%	-6%	0%	2%	3%	-11%	-1%
CS(=O)(=O)N1CCC(NC(=O)Cc2ccccc2)CC1	·	13%	-5%	3%	1%	-2%	-7%	-4%
CCC1(CC)Cc2ccccc2-c2nc(CN3CCOCC3)[nH]c(=O)c21	-11%	7%	7%	-8%	8%	4%	-1%	0%
Cc1ccc(-c2nc3ccccc3[nH]2)cc1NC(=O)c1sc2ccccc2c1Cl	-2%	0%	?	-2%	-3%	4%	-11%	-3%
CCN1C(=O)c2ccccc2Sc2ccc(NC(=O)Nc3ccc(C(C)=O)cc3)cc21	·	-3%	-10%	·	13%	·	·	-1%
COc1ccc(N(C)C(=O)c2cn(C)c(=O)c3cc(OC)c(OC)cc23)cc1	·	0%	6%	·	5%	·	·	-1%
CC(=NCCCn1ccnc1)c1c(-c2ccccc2)[nH]n(-c2nc3ccccc3s2)c1=O	·	3%	?	7%	-13%	30%	i	0%
CCCn1c(NC(=O)c2ccccc2Br)nc2ccccc21	-7%	0%	-2%	?	5%	20%	-9%	-3%
CCCN1C(=O)/C(=c2\sc3nc(=O)c(Cc4ccc(C)cc4)nn3c2=O)c2ccccc21	-3%	-4%	?	-2%	?	-12%	i	-1%
C=CCOn1c(=O)c(C)[n+]([O-])c2ccccc21	·	-2%	-7%	?	-4%	15%	i	-2%
Cc1cc(C2(c3ccc(O)c(C)c3)OC(=O)c3ccccc32)ccc1O	?	-6%	-21%	1%	-10%	39%[activator]	-11%	0%
CCOC(=O)c1ccc(-c2ccc(/C=C(\C#N)C(=O)Nc3cccc(C)c3)o2)cc1	·	1%	?	·	-16%	·	·	-8%
COc1ccc(Br)cc1CNC(=O)C1CCCCN1S(=O)(=O)c1ccc(F)cc1 (stereo not given)	·	-3%	-12%	·	-5%	·	·	0%
Cc1ccc(Nc2nc(-c3ccncc3)cs2)cc1	5%	2%	?	10%	-1%	10%	-6%	-1%
COc1ccc(Nc2nc(N)c([N+](=O)[O-])c(NCc3ccccc3)n2)cc1	-16%	3%	?	5%	-4%	34%[activator]	-3%	0%
CCOCCCNC(=S)N1CCCC(c2nc3ccc(C)cc3[nH]2)C1 (stereo not given)	1%	0%[53 µM]	1%	-5%	-4%	15%	i	0%[53 µM]
CC(=O)/C(C=Nc1noc(C)c1Br)=C(\C)O	61%[activator]	-4%	-10%	4%	2%	-15%	-10%	-4%
C1CCN=C(Nc2nc3c(s2)CCCC3)CC1	-6%	10%	-11%	-10%	2%	0%	7%	-6%
Cn1c(=O)c2c(ncn2CC(=O)N(Cc2ccccc2)c2ccccn2)n(C)c1=O	·	4%	3%	3%	1%	3%	-5%	-3%
CCC(=O)NC(=S)Nc1ccc(NC(=O)COc2ccccc2)cc1	3%	13%	?	-1%	7%	3%	2%	1%

An excerpt of these results, with values under each structure.
The line under a structure holds: L3MBTL1 inh | TRb SRC2 PPI | Tau ThT inhib | JMJD2E inh | Tau fibril FP | GoLoco inh red | RECQ1 inh | TR SRC2 fluor cs
CCCn1c(NC(=O)c2ccccc2Br)nc2ccccc21
    -7% | 0% | -2% | ? | 5% | 20% | -9% | -3%
CCCN1C(=O)/C(=c2\sc3nc(=O)c(Cc4ccc(C)cc4)nn3c2=O)c2ccccc21
    -3% | -4% | ? | -2% | ? | -12% | i | -1%
C=CCOn1c(=O)c(C)[n+]([O-])c2ccccc21
    · | -2% | -7% | ? | -4% | 15% | i | -2%
Cc1cc(C2(c3ccc(O)c(C)c3)OC(=O)c3ccccc32)ccc1O
    ? | -6% | -21% | 1% | -10% | 39%[activator] | -11% | 0%

(continued)
SMILES	L3MBTL1 inh	TRb SRC2 PPI	Tau ThT inhib	JMJD2E inh	Tau fibril FP	GoLoco inh red	RECQ1 inh	TR SRC2 fluor cs
CC(C)(C)OC(=O)N1CCC[C@H]1c1nnc(SCc2ccc(Cl)cc2Cl)o1	·	-2%	?	6%	?	-3%	-5%	3%
O=C(CCN1CCN(CCO)CC1)Nc1ccc(OCc2ccccc2)cc1	·	-10%	-5%	-9%	-5%	8%	12%	0%
COc1ccccc1CN1C(=O)[C@@H]2C(CC(N)=O)NC3(C(=O)Nc4c3ccc(Cl)c4C)[C@@H]2C1=O (stereo not given in full)	7%	-13%	-2%	-2%	-3%	·	-15%	-4%
COc1ccc(N2CCN(C(=O)C(CCSC)N=C3NS(=O)(=O)c4ccccc43)CC2)cc1 (stereo not given)	·	1%	?	-8%	3%	-3%	-1%	-5%
Cc1ccc(NC(=S)NNC(=S)Nc2ccc(C)cc2C)cc1	-20%	0%	2%	-8%	1%	18%	i	-2%
CCN(CC)C(=O)c1sc(NC(=O)c2cccnc2)c(C(=O)OC)c1C	2%	0%[53 µM]	9%	7%	6%	9%	-6%	1%[53 µM]
COc1cccc(OCc2ccc(Cl)cc2)c1C#N	·	1%	·	-12%	-8%	1%	-15%	0%
OCCN1CCN(c2cc(C(F)(F)F)nc3ccccc23)CC1	·	3%	·	3%	-7%	-5%	-2%	1%
CN(Cc1ccccc1)c1nc2c(c(=O)[nH]c(=O)n2C)n1C	-2%	-2%	-5%	-4%	-9%	4%	-4%	0%
COc1cccc(C(=O)O/N=C(\N)c2ccc([N+](=O)[O-])cc2)c1OC	1%	-25%	?	-2%	-13%	-1%	i	-1%
CCc1ccccc1N(C(=O)c1cccs1)C1C=CS(=O)(=O)C1 (stereo not given)	-3%	4%	-6%	-4%	-4%	-22%	-1%	-1%
Cn1cccc1/C=N/NC(=O)CSc1nc2ccccc2[nH]1	-20%	-3%	-13%	-5%	0%	3%	10%	0%
Cc1ccc(NC(=O)COC(=O)CCc2nc3ccccc3n2-c2ccccc2)c(C)c1	10%	9%	1%	-2%	-4%	8%	3%	-5%
CCOc1ccc(N(CC(=O)Nc2ccccc2C(=O)N2CCOCC2)S(=O)(=O)c2ccc(F)cc2)cc1	-4%	0%	1%	-1%	3%	5%	-1%	-3%
COc1ccc2c(c1)CCc1c(C(=O)N3CCOCC3)noc1-2	0%	4%	-6%	-5%	1%	-8%	-13%	-2%
Cc1ccc(C(c2nnnn2C(C)(C)C)N(Cc2ccco2)Cc2cccs2)cc1 (stereo not given)	·	6%	-4%	0%	1%	-15%	-5%	0%
Cc1cc(N2CCOCC2)nc2ccc(NC(=S)N3CCCCC3C)cc12 (stereo not given)	·	0%	11µM*	?	1%	20%	0%	-3%
COc1ccc(Nc2nc(N3CCCC3)nc(N3CCCC3)n2)c(OC)c1	·	0%	?	9%	?	7%	-6%	-1%
CCOC(=O)c1ccc(NC(=S)N(CCCN2CCN(C)CC2)Cc2cccs2)cc1	8%	-3%	0%	-5%	7%	8%	-5%	-1%
